# Screening data: PubChem BioAssay, several laboratories
# VLA-4 inh – inhibition in a human VLA-4 binding assay | P13612 | VLA-4 expressing cells, ligand binding flow cytometry | inhibition, % (about 7 µM as worked out from the volumes in the protocol) | 330,000 compounds, 0.2% hits | AID 2557; in the data active = inhibition above about 50%
# GLD-1 TGE inh – GLD-1-TGE RNA interaction inhibition (C. elegans). Q17339. AID 2280. inhibition, % at 5.96 µM. purified GLD-1 + fluorescein TGE RNA, fluorescence polarization. 320,000 compounds, 0.44% hits;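 active = percent inhibition above a per-plate cutoff, the plate mean of test compounds plus 3 SD, cut at about 30% in these data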;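 also: 0% = DMSO wells with GLD-1 and probe and 100% = wells lacking GLD-1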
# GRK2 aptamer HTS – human GRK2 inhibition via aptamer displacement; bead flow cytometry, FAM-aptamer displacement from GRK2; P25098; inhibition of aptamer binding, % at 10 µM; 330,000 compounds, 0.59% hits;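 active = inhibition of aptamer binding above 40%, roughly 3 SD of noise, on plates passing a quality check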;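 also: median bead fluorescence of bound FAM aptamer so fluorescent compounds give negative values; no value below 0 was filed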
# Target sequence (P25098 whole entry, looked up): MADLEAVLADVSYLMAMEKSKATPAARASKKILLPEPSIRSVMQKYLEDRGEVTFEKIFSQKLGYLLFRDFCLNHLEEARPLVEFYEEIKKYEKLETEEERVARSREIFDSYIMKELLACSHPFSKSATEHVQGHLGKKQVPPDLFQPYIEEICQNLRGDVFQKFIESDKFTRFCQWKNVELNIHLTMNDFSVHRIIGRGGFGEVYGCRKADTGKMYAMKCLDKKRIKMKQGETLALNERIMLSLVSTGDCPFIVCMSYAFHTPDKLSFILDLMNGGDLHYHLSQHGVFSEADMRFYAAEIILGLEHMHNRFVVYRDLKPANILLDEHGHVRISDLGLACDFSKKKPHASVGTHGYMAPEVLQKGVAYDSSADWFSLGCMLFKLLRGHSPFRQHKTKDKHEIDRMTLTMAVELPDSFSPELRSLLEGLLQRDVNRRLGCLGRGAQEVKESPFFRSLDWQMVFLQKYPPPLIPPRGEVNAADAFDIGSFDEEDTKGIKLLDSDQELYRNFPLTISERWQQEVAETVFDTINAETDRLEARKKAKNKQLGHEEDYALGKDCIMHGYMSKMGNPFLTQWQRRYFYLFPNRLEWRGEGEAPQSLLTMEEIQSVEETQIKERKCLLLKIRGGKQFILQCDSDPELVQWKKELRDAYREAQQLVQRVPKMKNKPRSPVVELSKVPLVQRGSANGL
# AGP1-GFP MLPCN – modulators of TOR pathway AGP1-GFP in S. cerevisiae; S. cerevisiae AGP1-GFP multiplex flow cytometry, 3 h; GFP as percent of DMSO wells; GFP response vs DMSO, % at 10 µM; 320,000 compounds, 0.02% hits; AID 2066;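 active = GFP response relative to DMSO above a set limit, near screen average plus 3 SD, cut at about 150% in these data; inconclusive = fewer than 70 cells counted for the yeast strain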;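 also: median GFP channel fluorescence of the gated AGP1 strain per well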
# MCL1-BIM inh – inhibitors of human MCL1 binding to BIM-BH3 peptide. Q07820. GST-MCL1 / FITC-Bim-BH3 fluorescence polarization. inhibition, % at 10.9 µM. 320,000 compounds, 0.68% hits;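 active = inhibition above the mean inhibition of all tested compounds plus 3 SD, set per campaign, cut at about 40% in these data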;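 also: 0% = DMSO wells and 100% = unlabeled Bim-BH3 peptide control; higher means more loss of mP so more displacement of Bim peptide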
# MEX-5 binding – C. elegans MEX-5 TCR-2 RNA binding activity; Q9XUB2; MEX-5/FITC-TCR2 RNA binding, fluorescence polarization; active compounds read low; activity score (negative = inhibition of binding), % at 10 µM; 300,000 compounds, 0.38% hits;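 active = inhibition past about -25% in most replicates, and total fluorescence under double the plate's negative control median, limit read from the data; inconclusive = replicates evenly split on the limit, or fluorescence at least double controls; inactive = too little inhibition in most replicates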;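 also: 0% = DMSO and -100% = 5 µM competing unlabeled TCR2 RNA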
# Fam108B inh – Fam108B inhibition, counter-screen for RBBP9 inhibitors | recombinant Fam108B, FP-Rh probe fluorescence polarization | inhibition, % at 9.51 µM | 300,000 compounds, 0.33% hits;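 active = inhibition above the screen mean inhibition plus 3 SD, computed separately per campaign, cut at about 18% in these data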;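 also: inhibitors lower polarization as less probe binds the enzyme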
# BCLXL inh – inhibitors of human Bcl-xL. Q07817. GST-Bcl-xL / FITC-Bim BH3 peptide fluorescence polarization. inhibition, % at 10.9 µM. 320,000 compounds, 0.7% hits;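 active = inhibition above the mean of all tested compounds plus 3 SD, cutoff set per campaign, cut at about 30% in these data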;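 also: 0% = DMSO wells and 100% = unlabeled Bim-BH3 peptide competitor; inhibitors lower millipolarization by displacing the labeled peptide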
# Target sequence (Q07817 whole entry, looked up): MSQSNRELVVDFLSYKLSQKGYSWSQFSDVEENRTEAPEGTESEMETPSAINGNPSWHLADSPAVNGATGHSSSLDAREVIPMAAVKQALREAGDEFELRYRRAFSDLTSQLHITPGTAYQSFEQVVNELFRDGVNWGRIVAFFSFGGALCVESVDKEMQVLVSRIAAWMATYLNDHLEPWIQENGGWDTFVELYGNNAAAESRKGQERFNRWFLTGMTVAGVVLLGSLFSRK
# CIT2 TOR yeast – modulators of TOR pathway CIT2-GFP in S. cerevisiae; 320,000 compounds, 0.065% hits; S. cerevisiae CIT2-GFP strain, flow cytometry, 3 h; 100 means same as DMSO wells; AID 2029; GFP response vs DMSO, % at 10 µM;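 active = GFP response relative to DMSO above a set limit, near the screen mean plus 3 SD, cut at about 150% in these data; inconclusive = Fewer than 70 cells measured for a yeast strain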;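 also: ratio of well median GFP fluorescence to mean of DMSO wells on the plate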
# An asterisk follows results filed as active; ? = inconclusive; · = no result given. The order is random; about 2.2% have a hit in one of these screens.
# Letter code: A = VLA-4 inh; B = GLD-1 TGE inh; C = GRK2 aptamer HTS; D = AGP1-GFP MLPCN; E = MCL1-BIM inh; F = MEX-5 binding; G = Fam108B inh; H = BCLXL inh; I = CIT2 TOR yeast
compound: OC1CCN(Cc2ccc(OCc3ccccc3)cc2)CC1
  A: -1; B: 4; C: 0; D: 89; E: 8; F: 4.2; G: 1; H: 4; I: 96

compound: CCn1c(=S)sc2c(=O)n(CC(=O)NCCCc3ccccc3)c(C)nc21
  A: -1; B: -14; C: 0; D: 88; E: -4; F: 2.1; G: 0; H: 0; I: 97

compound: CCOc1ccc(C2C(C(=O)c3cccs3)=C(O)C(=O)N2Cc2cccnc2)cc1 (centres undefined)
  A: 6; B: -3; C: 2; D: 111; E: 0; F: -1.1; G: 0; H: 0; I: 103

compound: CCOC(=O)c1cc(CC)sc1NC(=O)c1cccc(N2C(=O)CCC2=O)c1
  A: -17; B: -1; C: 2; D: 102; E: 7; F: -1.9; G: -6; H: 3; I: 98

compound: COc1cccc(-c2c(C(=O)N/N=C/c3cccs3)nnn2-c2nonc2N)c1
  A: 10; B: 4; C: 1; D: 23; E: 3; F: 1.0; G: -1; H: 1; I: 103

compound: CCOc1ccccc1N(CC(=O)NC(C)(C)C)C(=O)Cn1nnc(-c2ccc(C)o2)n1
  A: -3; B: 4; C: 3; D: 105; E: -5; F: 0.1; G: 0; H: 7; I: 110

compound: O=c1c2[nH]c3ccc(Br)cc3c2ncn1Cc1ccncc1
  A: 6; B: 4; C: 1; D: 106; E: 1; F: -2.2; G: -3; H: 1; I: 100

compound: O=C(NCCCn1ccnc1)C1CCCN(S(=O)(=O)c2cc(Cl)ccc2Cl)C1 (centres undefined)
  A: 8; B: 13; C: 0; D: 111; E: -8; F: 0.4; G: 0; H: -3; I: 113

compound: Cc1cccc(N(CC(=O)NC2CCCC2)C(=O)CCC(=O)Nc2ccccn2)c1
  A: -4; B: -5; C: 0; D: ?; E: 4; F: 0.3; G: 2; H: 6; I: ?

compound: O=c1[nH]cnc2scc(-c3ccc(Br)cc3)c12
  A: 0; B: -1; C: 4; D: 101; E: -2; F: -0.3; G: -5; H: 5; I: 99

compound: Cc1cccc(NC(=O)/C=C/c2cccs2)n1
  A: 24; B: 3; C: 1; D: 93; E: 14; F: 0.6; G: 3; H: 9; I: ·

compound: CC(C)c1ccc(CNC(=O)C(=O)NCCCn2ccnc2)cc1
  A: 2; B: -7; C: 3; D: 95; E: -6; F: 0.0; G: 6; H: 6; I: 93

compound: CC1CCN(C(=O)CN2C(=O)COc3ccc(Cl)cc32)CC1
  A: 1; B: -2; C: 1; D: 90; E: 6; F: 0.0; G: -3; H: 6; I: 94

compound: COC(=O)c1ccc(Cn2cnc3ccccc3c2=O)cc1
  A: -4; B: 6; C: 2; D: 111; E: 8; F: -0.4; G: -4; H: 7; I: 102

compound: CCCCN1C2=NC(c3ccccc3)CN2c2ccccc21 (centres undefined)
  A: -3; B: -6; C: ·; D: 104; E: 0; F: -2.4; G: 0; H: 5; I: 90

compound: COc1ccccc1S(=O)(=O)c1ccccc1[N+](=O)[O-]
  A: -3; B: 1; C: 0; D: 100; E: 1; F: -0.4; G: 2; H: 1; I: 105

compound: O=C(NC1CCCCC1)C12CC3CC(C1)CC(n1cncn1)(C3)C2
  A: 8; B: 3; C: 0; D: 105; E: 2; F: 2.5; G: 5; H: -2; I: 101

compound: COc1ccc(C(=O)NNc2ccccc2)cc1
  A: -4; B: 6; C: 1; D: 99; E: -3; F: ·; G: 2; H: 4; I: 105

compound: COc1ccc(OC)c(S(=O)(=O)Nc2ccc3oc(C)c(C(C)=O)c3c2)c1
  A: -5; B: 4; C: 1; D: 97; E: 3; F: 1.2; G: 1; H: -1; I: 106

compound: NC(N)=N/N=C/c1ccc(OCc2ccccc2)c(OCc2ccccc2)c1
  A: 7; B: 3; C: 0; D: 97; E: 0; F: 2.7; G: 5; H: 1; I: 99

compound: CN(C)CCNC(=O)Cn1nc(C(F)F)cc1C1CC1
  A: -3; B: 6; C: 1; D: 94; E: -2; F: -1.6; G: 4; H: -2; I: 92

compound: CCC(CO)Oc1cc(NCc2ccccc2F)c2ncn(C(C)C)c2c1 (centres undefined)
  A: -6; B: -3; C: 0; D: 102; E: 7; F: ·; G: ·; H: 6; I: 104

compound: CCc1nc(SCC(=O)N2c3ccccc3CC2C)c2c(C)c(C)sc2n1 (centres undefined)
  A: 16; B: 3; C: 2; D: 102; E: 2; F: 0.8; G: -7; H: 3; I: 96

compound: Cc1cc(Cl)nc(Cl)c1C(=O)NCCc1ccccc1
  A: 4; B: 2; C: 15; D: 94; E: 1; F: ·; G: ·; H: 1; I: 82

compound: COc1ccc(C)cc1NC(=O)CCN1CCN(C/C=C/c2ccccc2)CC1
  A: 8; B: -1; C: 0; D: 98; E: 0; F: 1.2; G: -2; H: 3; I: 105

# Record cards, as listed above. Order of screens: VLA-4 inh	GLD-1 TGE inh	GRK2 aptamer HTS	AGP1-GFP MLPCN	MCL1-BIM inh	MEX-5 binding	Fam108B inh	BCLXL inh	CIT2 TOR yeast
# `COc1ccc(C)cc1NC(=O)CCN1CCN(C/C=C/c2ccccc2)CC1` is entered as 8	-1	0	98	0	1.2	-2	3	105
# `O=c1[nH]cnc2scc(-c3ccc(Br)cc3)c12` is entered as 0	-1	4	101	-2	-0.3	-5	5	99
# `O=C(NC1CCCCC1)C12CC3CC(C1)CC(n1cncn1)(C3)C2` is entered as 8	3	0	105	2	2.5	5	-2	101
# `Cc1cccc(NC(=O)/C=C/c2cccs2)n1` is entered as 24	3	1	93	14	0.6	3	9	·
# `COc1ccc(OC)c(S(=O)(=O)Nc2ccc3oc(C)c(C(C)=O)c3c2)c1` is entered as -5	4	1	97	3	1.2	1	-1	106

# Returning to the listing with the two entries that preceded the break.
# Letter code: A = VLA-4 inh; B = GLD-1 TGE inh; C = GRK2 aptamer HTS; D = AGP1-GFP MLPCN; E = MCL1-BIM inh; F = MEX-5 binding; G = Fam108B inh; H = BCLXL inh; I = CIT2 TOR yeast
compound: Cc1cc(Cl)nc(Cl)c1C(=O)NCCc1ccccc1
  A: 4; B: 2; C: 15; D: 94; E: 1; F: ·; G: ·; H: 1; I: 82

compound: COc1ccc(C)cc1NC(=O)CCN1CCN(C/C=C/c2ccccc2)CC1
  A: 8; B: -1; C: 0; D: 98; E: 0; F: 1.2; G: -2; H: 3; I: 105

compound: CCC(C)(C(=O)NC1CCCC1)N(C(=O)c1cnccn1)c1ccccc1 (centres undefined)
  A: 35; B: 5; C: 3; D: 100; E: 9; F: -2.5; G: 3; H: 9; I: 102

compound: COC(=O)CN1C(=S)N(Cc2ccccc2)C(=O)C1CC(=O)Nc1ccc(OC)cc1 (centres undefined)
  A: 16; B: 7; C: 0; D: 106; E: 7; F: 0.3; G: -1; H: -1; I: 107

compound: CC(C)(C)OC(=O)NCCCCCc1nnc(SCc2ccc(F)cc2)o1
  A: 0; B: -11; C: 0; D: 97; E: 3; F: -3.0; G: 0; H: -2; I: 94

compound: Nc1n[nH]c(CCCO)n1
  A: 13; B: 7; C: 3; D: 93; E: 2; F: 1.5; G: 1; H: 1; I: 101

compound: COc1cc(C)ccc1OCCCOc1ccccc1Cl
  A: -8; B: 3; C: 1; D: 97; E: 3; F: -0.3; G: 4; H: 4; I: 96

compound: N#C/C(=C(/O)CSc1ccccn1)c1nc2ccccc2s1
  A: -47; B: -23; C: 2; D: 79; E: -12; F: -1.4; G: 0; H: -4; I: 86

compound: Cc1ccc(N(CC(=O)Nc2cccc(C)c2)S(=O)(=O)c2cccc3nonc23)cc1
  A: 3; B: 1; C: 0; D: 103; E: -11; F: 3.3; G: -11; H: -1; I: 108

compound: CC(Cc1ccc(O)c(O)c1)C(C)Cc1ccc(O)c(O)c1 (centres undefined)
  A: 16; B: 15; C: 4; D: 99; E: 38; F: -36*; G: 5; H: 31*; I: 90

compound: COC(=O)c1ccc(OC)c(OC2CCCC2)c1
  A: -1; B: 1; C: 0; D: 94; E: 2; F: -0.2; G: 5; H: 5; I: 94

compound: CC(C)C(=O)c1cn(CC(=O)NCc2ccc3c(c2)OCO3)c2ccccc12
  A: 13; B: 1; C: 0; D: 102; E: -11; F: 0.3; G: -2; H: 3; I: 98

compound: CC1(C)CC(=O)C(C=NC2CCCCC2)=C(O)C1
  A: 12; B: -3; C: 0; D: ·; E: -1; F: 3.3; G: 5; H: -5; I: 96

compound: O=c1cc(-c2c(O)c3ccccc3n(Cc3ccccc3)c2=O)[nH][nH]1
  A: 6; B: -2; C: 5; D: 87; E: 12; F: -12; G: -3; H: 1; I: 84

compound: Cc1ccnc(NC(=O)c2ccc(S(=O)(=O)c3ccccc3)cc2)c1
  A: 3; B: 0; C: 0; D: 96; E: 14; F: -1.3; G: 2; H: 7; I: 99

compound: COC(=O)c1ccc(NC(=O)COc2ccc(C3C(C#N)=C(N)Oc4c3ccc3ccccc43)cc2OC)cc1 (centres undefined)
  A: 25; B: 0; C: 2; D: 89; E: 2; F: 2.9; G: -50; H: 1; I: ·

compound: CCN(CC)c1nc2c(s1)C(=O)NCCC2
  A: -10; B: -2; C: 1; D: 106; E: 9; F: 0.9; G: 4; H: 10; I: 106

compound: COc1ccc(CCNC(=O)C2CCN(S(=O)(=O)N3CC(C)CC(C)C3)CC2)cc1OC (centres undefined)
  A: -9; B: -3; C: 0; D: 81; E: -6; F: 0.7; G: -1; H: -11; I: 77

compound: Cc1nc(-n2cc(F)c(=O)[nH]c2=O)c2nc(C)oc2n1
  A: -19; B: -2; C: 3; D: 104; E: -1; F: -0.8; G: -4; H: 0; I: 106

compound: O=[n+]1c2c(n([O-])c3cc(F)c(F)cc31)CCCC2
  A: 4; B: 9; C: 3; D: 99; E: 14; F: -0.5; G: 2; H: 13; I: 100

compound: COc1cc2ncnc(NCc3ccccc3F)c2cc1OC
  A: 1; B: -4; C: 0; D: 101; E: -2; F: 2.8; G: 2; H: 2; I: 100

compound: Cc1sc2ncn(CC(=O)NCC3COc4ccccc4O3)c(=O)c2c1S(=O)(=O)N1CCCCC1 (centres undefined)
  A: 0; B: 3; C: 0; D: 102; E: 0; F: 0.6; G: 8; H: 3; I: 96

compound: CCOc1ccc(NC(=O)CN(C)CC(=O)Nc2ccccc2C#N)cc1OCC
  A: 16; B: -5; C: 0; D: 104; E: 2; F: -1.6; G: 3; H: 0; I: 105

compound: COc1cccc(-c2cc(C(=O)Nc3ccccc3SC)no2)c1
  A: -8; B: 2; C: 0; D: 97; E: -1; F: ·; G: 0; H: 0; I: 101

compound: CCOC(=O)C1=C(COC(=O)CSc2ccc(Br)cc2)NC(=O)NC1C (centres undefined)
  A: 6; B: 1; C: 4; D: 104; E: -3; F: 0.0; G: 1; H: 3; I: 100

compound: CCCn1c(N)c(Sc2ccc(C)cc2)c(=O)n(CCC)c1=O
  A: 4; B: -6; C: 2; D: 88; E: -3; F: 0.2; G: 0; H: 5; I: 100

compound: CNCCCCOc1ccccc1-c1ccccc1
  A: 5; B: 4; C: 0; D: 100; E: 2; F: 0.0; G: -1; H: 6; I: 102

compound: CC(C)Cn1c(-c2ccncc2)n[nH]c1=S
  A: 5; B: 7; C: 0; D: 88; E: -10; F: 3.4; G: 1; H: -11; I: 97

compound: Cc1ccc(/C=N/N2C(=S)SC(C)(C)C2N(O)C(=O)Nc2ccc([N+](=O)[O-])cc2)cc1 (centres undefined)
  A: 5; B: -1; C: 4; D: 106; E: -2; F: -1.6; G: -3; H: 0; I: 110
